Screening data: PubChem BioAssay, National Center for Advancing Translational Sciences (NCATS)
HEK293 cAMP cs: parental HEK293 cAMP activation (counter-screen); parental HEK293 CNG cAMP sensor, membrane potential fluorescence; hit rate 2.5% among 73,000; Potency, µM (titrated, usually from 57.1 µM), without a hit: at the top dose activation, hits mostly activators; further: potency means the concentration at half of the fitted maximal effect; % of control where 0% means no effect; nearly all actives have a fitted effect of over 55% in size
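Parental HEK 293 cells stably expressing a cAMP-gated CNG channel were loaded with membrane potential dye containing 100 uM RO 20-1724 for 60 min. Compound added for 30 min; depolarization read as fluorescence intensity at 590 nm.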
ERK AVP block: vasopressin-driven ERK pathway inhibition; HEK293-V1b, vasopressin-stimulated pERK AlphaScreen; Potency, µM (top dose mostly 57.5 µM), for inactives: at the highest dose activity, negative = inhibition, most hits filed as inhibitors; hit rate 0.99% among 72,000; AID 995; further: potency means the concentration at half of the fitted maximal effect; on the % scale 0 is the no-effect control and ±100 the full control effect; nearly all actives have a fitted effect of over 55% in size
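HEK293 cells stably expressing V1b receptor, seeded overnight in 1% FBS, were treated with compounds for 30 min at 37C, then stimulated 5 min with 25 nM vasopressin; phospho-ERK read by AlphaScreen SureFire after lysis.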
Fluorescein autfl: fluorescein region autofluorescence; Compound autofluorescence, 480/540 nm, fluorescein-equivalent; stronger effect = higher value; max fluorescein-equivalent concentration, M; hit rate 0.91% among 59,000; AID 593; in the data active means max fluorescein-equivalent concentration above about 10 nM; inconclusive means between about 1.1 nM and that limit
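Read-out is intrinsic compound fluorescence at 480/540 nm (excitation/emission), expressed as dye-equivalent concentration using a fluorescein standard series run on every plate. Compounds sat 15 min at room temperature in 100 mM Tris, pH 8.0.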
4-MU autofl: compound fluoresces in the 4-MU spectral region. compound autofluorescence, 340/450 nm, 4-MU equivalents; stronger effect = higher value. AID 589. max dye-equivalent concentration, M. hit rate 11% among 59,000; in the data active means max dye-equivalent concentration above about 10 nM; inconclusive means mostly about 1.1 nM to 9.6 nM
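Compounds in 100 mM Tris, pH 8.0, incubated 15 min at room temperature, then fluorescence read at 340 nm excitation/450 nm emission. Signal converted to 4-MU dye-equivalent concentration using an on-plate six-point 4-MU standard curve.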
Texas Red fluor: Texas Red region autofluorescence. Compound fluorescence, Texas Red channel, 547/618 nm; stronger effect = higher value. max dye-equivalent concentration, M. hit rate 0.06% among 59,000. AID 587; in the data active means max dye-equivalent concentration above about 10 nM; inconclusive means between about 1.1 nM and that limit
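Compound fluorescence was read after 15 min at room temperature in 100 mM Tris, pH 8.0, using 547 nm excitation and 618 nm emission across a concentration series. It was expressed as Texas Red dye-equivalent concentration from an on-plate standard curve.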
Rhodamine autofl: compound autofluorescence in rhodamine spectral region; hit rate 0.05% among 59,000; Rhodamine-region fluorescence, 547/598 nm, Tris buffer; stronger effect = higher value; AID 594; max dye-equivalent concentration, M; in the data active means max dye-equivalent concentration above about 11 nM; inconclusive means between about 1.1 nM and that limit
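Read-out is relative fluorescence at 547 nm excitation and 598 nm emission, expressed as dye-equivalent concentration using rhodamine standards on every plate. Each compound was profiled across a concentration series after 15 min in 100 mM Tris, pH 8.0.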
A350 fluor: compound fluoresces in the Alexa 350 spectral region; hit rate 11% among 59,000; AID 590; Compound autofluorescence, 340/450 nm, Alexa 350 dye-equivalents; stronger effect = higher value; max dye-equivalent concentration, M; in the data active means max dye-equivalent concentration above about 10 nM; inconclusive means mostly about 1.1 nM to 9.6 nM
Tau fil binding: binders of human tau filaments; recombinant tau filaments, thioflavin S fluorescence, 15 h; filaments grown with octadecylsulfate alongside compound; hit rate 2% among 71,000; Potency, µM (series often up to 57.1 µM), without a hit: at the highest dose activity change, negative = inhibition; P10636; AID 596;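 further: potency means the concentration at half of the fitted maximal effect; on the % scale 0 is the no-effect control and ±100 the full control effect; actives lower thioflavin S fluorescence by blocking filaments or displacing dye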
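Tau 2 uM in ThS buffer dispensed; compound added; 60 uM ODS added (finals 1 uM tau, 30 uM ODS); 15 h 37 C; fluor ex450/em510.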
Caspase-7 inhib: blocks human caspase-7 allosterically or competitively; recombinant caspase-7, Ac-DEVD-AFC fluorescence rate; Potency, µM (doses to about 57.5 µM), for the others: at the highest dose activity change, negative = inhibition, hits mostly inhibitors; hit rate 0.02% among 75,000; active means well fitted inhibition curve with a large enough effect in the main read-out, with a control signal flat, not every such curve was filed as active; inconclusive means small, poorly fitted or top-dose-only effect, or a change in a side signal; further: potency means the concentration at half of the fitted maximal effect; % of control where 0% means no effect
Caspase-1 inhib: allosteric or competitive inhibitors of human caspase-1; P29466; Caspase-1 enzyme, Ac-WEHD-AFC fluorogenic rate; Potency, µM (top dose mostly 57.5 µM), for the others: at the highest dose activity change, negative = inhibition, actives largely listed as inhibitors; hit rate 0.03% among 75,000; AID 900;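 further: potency means the concentration at half of the fitted maximal effect; plate controls were vehicle for no effect and no substrate for full effect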
FLuc inh: firefly luciferase inhibition; purified firefly luciferase, luminescence, 8 min; Potency, µM (top dose mostly 57.1 µM), inactives show top-dose activity change, negative = inhibition, most hits filed as inhibitors; hit rate 2.2% among 72,000; further: potency means the concentration at half of the fitted maximal effect; on the % scale 0 is the no-effect control and ±100 the full control effect; nearly all actives have a fitted effect of over 40% in size
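Compounds were tested as concentration series (qHTS) against purified P. pyralis luciferase with luciferin and 10 uM ATP in 50 mM imidazole pH 7.2, 50 mM KCl, 7 mM MgCl2, 0.01% Tween 20, 0.05% BSA. Luminescence was read after 8 min at ambient temperature.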
* marks the source's active call; other numbers are inactive results; i = inactive; ? = inconclusive; nt = no result given; [ ] = remark or other dose. Unless noted, the call rests on the fitted dose curve; in most records, active means well fitted curve in the direction sought with a large enough effect; inconclusive means small, poorly fitted or top-dose-only effect, or another doubt; inactive means no such curve, though single readings can be large; an effect the other way counts as inactive or inconclusive. Only part of the results is shown, so the mix of outcomes need not match the whole.

SMILES,HEK293 cAMP cs,ERK AVP block,Fluorescein autfl,4-MU autofl,Texas Red fluor,Rhodamine autofl,A350 fluor,Tau fil binding,Caspase-7 inhib,Caspase-1 inhib,FLuc inh
CN1CCN(CCNC(=O)Nc2ccccc2C(F)(F)F)CC1,6.7%,11.2%,i,i,i,i,i,4.6%,0.6%,0.8%,1.8%
Cc1cc(C)c2c(N)c(S(=O)(=O)Cc3ccccc3)sc2n1,10.2%,4.0%,i,1.66e-08M*,i,i,1.49e-08M*,8.3%,-0.9%,-4.7%,-0.8%
CCCC[C@@H]1C[C@H]1C(NC(=O)c1cccs1)c1ccc(C(F)(F)F)cc1 (stereo not given in full),?,-14.0%,nt,nt,nt,nt,nt,-7.3%,-0.4%,0.6%,nt
Nc1c(C(=O)NC2CCCC2)c2nc3ccccc3nc2n1N,5.8%,-31.5%,i,1.18e-08M*,i,i,1.19e-08M*,-20.9%,-18.9%,?,-4.9%
O=C(NC1=NCCS1)C1CC2CCC1C2 (stereo not given),3.2%,8.1%,nt,nt,nt,nt,nt,2.8%,0.4%,-0.6%,1.7%
O=C(c1ccncc1)N1CCC2(CC1)CN(c1cccc(-c3ccccc3)c1)C2,?,-27.7%,i,i,i,i,i,12.8%,-1.3%,-2.7%,-2.6%[11.4 µM]
CCOc1ncccc1C(=O)OCC(=O)c1ccc[nH]1,1.1%,-20.2%,?,i,i,i,i,6.1%,-2.1%,-1.8%,8.2%
CCC(C)N(C(=O)COC(=O)c1[nH]c(C)c(C(C)=O)c1C)C1CCS(=O)(=O)C1 (stereo not given),16.4%,6.5%,?,?,?,i,i,23.7%,2.1%,5.3%,1.8%
CSC1=NCCN1C(=O)Cc1ccc(F)cc1,3.3%,-14.1%,nt,nt,nt,nt,nt,6.4%,0.4%,1.0%,1.3%
CC(=O)N1c2c(cc(Br)cc2S(=O)(=O)N2CCOCC2)CC1C (stereo not given),18.1%,-5.6%,i,i,i,i,i,7.4%,0.7%,-1.0%,2.8%
CC(C)CN1CCC2(CC1)CCN(C(=O)c1ccco1)CC2,6.6%,12.9%,i,i,i,i,i,-3.6%,1.0%,-3.6%,-0.4%[11.4 µM]
COc1ccc(OCC(=O)Nc2cccc3cccnc23)cc1,?,29.1%,i,i,?,i,i,14.7%,-4.6%,-2.9%,-9.4%
Cc1ccccc1Nc1nnc(C)c(=O)[nH]1,6.7%,-4.2%,?,i,?,i,i,-22.1%,-0.8%,0.9%,1.7%
CC(=O)Nc1ccc(S(=O)(=O)NCCc2csc(C)n2)cc1,8.5%,-6.0%,i,i,i,i,i,2.6%,-0.2%,0.7%,1.9%
O=C(O)c1cscc1Cc1cccs1,10.3%[11.4 µM],-25.0%[11.5 µM],i,i,i,i,i,2.7%[11.4 µM],0.5%[11.5 µM],-5.4%[11.5 µM],2.2%[11.4 µM]
CCOc1ccc(NC(=O)CS(=O)CC(=O)NC2CCCc3ccccc32)cc1 (stereo not given),5.7%,-4.7%,i,?,?,i,?,10.1%,1.4%,1.5%,0.7%
COc1ccc(C(c2nnnn2C2CCCCC2)N2CCN(c3ccccc3F)CC2)cc1 (stereo not given),?,1.7%,i,?,?,i,?,-13.5%,-2.2%,-3.4%,-0.8%
CCCCC(=O)NC(Nc1ccc(C)cn1)(C(=O)OCC)C(F)(F)F (stereo not given),nt,nt,i,?,i,i,?,nt,nt,nt,2.7%[25.5 µM]
CC(=O)Nc1ccc(S(=O)(=O)Nc2nc3ccccc3nc2Sc2nncn2C)cc1,2.8%,-3.5%,1.41e-08M*,5.07e-08M*,i,i,5.3e-08M*,479.4%,-22.1%,?,0.7%
COc1ccccc1NC(=O)CN1CCN(Cc2ccccc2)CC1,10.1%,17.8%,i,i,i,i,?,5.4%,-1.3%,0.2%,1.0%
O=C(Cn1nnc(-c2ccccc2F)n1)Nc1ccc(C(=O)N2CCOCC2)cc1,?,-7.7%,?,i,i,i,i,24.7%,-0.2%,2.2%,-1.1%
COc1ccc(-c2nc(CS(=O)CC(=O)NC3CCCc4ccccc43)c(C)o2)cc1OC (stereo not given),10.1%,?,nt,nt,nt,nt,nt,57.8%,-4.8%,-4.2%,-6.0%
C=C(C)Cn1c(SCC(=O)NCc2ccco2)nc2sc3c(c2c1=O)CCC3,26.2%,6.3%,i,i,i,i,i,-0.9%,-0.7%,-0.5%,0.6%
N[C@@H](Cc1ccccc1)C(=O)O,5.7%[11.4 µM],-15.6%[11.5 µM],i,i,i,i,i,-6.0%[11.4 µM],1.5%[11.5 µM],-1.2%[11.5 µM],1.4%[11.4 µM]
Cn1cccc1C(=O)N1CCC2(CC1)CN(C(=O)Nc1ccccc1)C2,3.2%,10.0%,?,i,i,i,i,-12.5%,-0.5%,-0.7%,0.2%[11.4 µM]
COc1cccc(C(=O)NCC(=O)N2CCC(C)CC2)c1,4.2%,0.7%,?,?,?,i,1.11e-08M*,-8.3%,1.4%,0.0%,-13.9%
Cc1c(Nc2nc3ccccc3nc2NS(=O)(=O)c2ccccc2)c(=O)n(-c2ccccc2)n1C,5.5%,-6.4%,i,i,i,i,?,-3.4%,-1.4%,-1.8%,0.4%
C/C(=N\O)c1ccc2c3c([nH]c2c1)CCCC3,-9.8%,-3.0%,nt,nt,nt,nt,nt,66.9%,-4.8%,-5.0%,15.8µM*
COCCn1nnnc1C(c1cc2cc(C)ccc2[nH]c1=O)N1CCCCCC1 (stereo not given),3.3%,11.6%,i,1.37e-08M*,i,i,1.39e-08M*,8.5%,-12.7%,?,2.0%
COc1ccc(N2C(=O)C3CCCN3C2c2ccc(Cl)cc2)cc1 (stereo not given),?,13.3%,nt,nt,nt,nt,nt,-1.8%,0.0%,-14.0%,2.1%

Carrying on:
SMILES,HEK293 cAMP cs,ERK AVP block,Fluorescein autfl,4-MU autofl,Texas Red fluor,Rhodamine autofl,A350 fluor,Tau fil binding,Caspase-7 inhib,Caspase-1 inhib,FLuc inh
C=CCOC(=O)COc1ccc2c(C)c(CC)c(=O)oc2c1,-2.3%,-27.9%,?,?,i,i,?,11.0%,-0.1%,-3.9%,-8.4%
CN1CCN(C(=O)c2cc3nc(-c4ccccc4)cc(C(F)(F)F)n3n2)CC1,6.2%,-27.5%,i,1.63e-08M*,?,i,1.93e-08M*,25.1µM*,-2.3%,1.6%,1.9%
CCCCNC(=O)c1cc(-c2ccc(F)cc2)on1,1.9%,4.4%,?,i,i,i,i,-0.2%,0.3%,-0.2%,-16.5%
COCCCNC(=O)c1c(N)n(/N=C/c2ccccn2)c2nc3ccccc3nc12,nt,nt,i,i,i,i,i,nt,nt,nt,0.7%[25.5 µM]
CCC(C)NC(=O)c1cnc2n(c1=O)CCS2 (stereo not given),?,nt,nt,nt,nt,nt,nt,-9.1%,-2.5%,-2.2%,2.9%
Cc1cc(C(=O)Nc2ccc(S(=O)(=O)N3CCCC3)cc2)cs1,2.8%,-24.6%,i,i,i,i,i,-4.5%,2.4%,0.6%,1.1%
CCc1ccc(S(=O)(=O)NCc2cn3ccsc3n2)s1,10.7%,-13.5%,i,i,i,i,i,4.6%,1.4%,1.0%,1.6%
COc1ccc(CCNC(=O)C(C)OC(=O)c2ccco2)cc1OC (stereo not given),?,-9.2%,i,i,i,i,i,-13.1%,-0.8%,-0.2%,0.9%
CCC(=O)Nc1cccc(C(=O)c2ccccc2)c1,-6.3%,-2.3%,i,i,?,i,i,-21.7%,0.4%,-3.7%,-5.8%
CCCN(CCC)CCNC(=O)C1CCN(Cc2nc(-c3ccc(Cl)cc3)oc2C)CC1,12.5%,-1.9%,i,i,i,i,i,-4.3%,1.1%,-1.5%,0.2%
CCCCNC(=O)c1cn(C)c2ccc(S(=O)(=O)N3CCOCC3)cc2c1=O,?,12.8%,?,i,i,i,i,3.0%,0.9%,-0.9%,2.0%
O=C1CC(C(F)(F)C(F)(F)C(F)(F)C(F)F)=Nc2ccccc2N1,16.4%,-16.9%,nt,nt,nt,nt,nt,-7.8%,-2.2%,-0.4%,0.7%
COCC(=O)NC(C)c1nc2ccccc2[nH]1 (stereo not given),-0.9%,-13.1%,i,i,i,i,i,1.8%,-0.2%,1.2%,2.9%
COCCCn1c(SCC(=O)Nc2ccc(C(C)=O)cc2)nc2ccccc2c1=O,-22.1%,-10.7%,?,i,i,i,i,-17.2%,-2.0%,-2.0%,-39.3%
Cc1c(C(=O)OCc2ccccc2)nnn1-c1nonc1N,6.8%,28.7%,i,i,i,i,i,9.2%,0.0%,-0.7%,2.3%
CCOc1cc(N2CCOCC2)c(OCC)cc1NC1=NCCCCC1,?,-0.6%,?,i,?,i,i,?,0.5%,1.6%,-1.4%
COC(=O)c1ccc(-c2sc3nc(N4CCOCC4)c4c(c3c2N)CCCC4)o1,nt,nt,i,?,i,i,?,nt,nt,nt,-2.2%[25.5 µM]
CCO/C=N/c1c(C#N)c(CC#N)nn1-c1ccccc1,2.3%[11.4 µM],?,nt,nt,nt,nt,nt,-2.3%[11.4 µM],-3.8%,-2.6%,1.0%
O=c1[nH]c(=O)n(C2CCCCCC2)c(O)c1C=NCc1ccc(F)cc1,3.5%,-21.2%,i,1.58e-08M*,?,i,2.14e-08M*,-22.1%,-8.8%,-4.6%,-3.6%
Cc1cc(C(F)(F)F)nn1CC(=O)Nc1cccnc1,4.0%,-22.5%,?,2.86e-08M*,?,i,3.04e-08M*,-1.4%,-2.0%,3.3%,2.2%
